GC-A act: GC-A (human) enzyme activation; activation, % at 10 µM; P16066; hit rate 0.14% among 370,000; HEK293 GC-A cells, cGMP TR-FRET, EC30 ANP; 0% at EC30 ANP, 100% saturating ANP; in the data active means activation above about 40%
ssDAF12 agonist: activates DAF-12 receptor from parasite S. stercoralis; hit rate 1% among 370,000; activation, % at 6.8 µM; HEK293 ssDAF-12/GRIP1 lit1-tk-luc reporter, luminescence; % of 3 µM dafachronic acid response;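 active means activation above the mean over all tested compounds plus 3 SD, cut at about 0.9% in these data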;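 further: 0% = DMSO-only wells and 100% = 3 µM delta7-dafachronic acid wells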
hcDAF-12 act: activates DAF-12 receptor from parasite H. contortus; AID 652067; hit rate 1.4% among 370,000; activation, % at 6.8 µM; HEK293 hcDAF-12 lit1-tk-luc reporter, luminescence; 0% DMSO, 100% Δ7-dafachronic acid;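 active means activation above the mean of all tested compounds plus 3 SD, cut at about 5.5% in these data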;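 further: 100% = response to 3 µM Δ7-dafachronic acid high control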
SMARCA2 act: increases SMARCA2 function in MMTV reporter cells. MG213 cells, MMTV-luciferase reporter, dexamethasone, overnight. hit rate 1% among 370,000. activation, % at 9.1 µM; in the data active means activation above about 7.8%;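 further: 0% = vehicle wells and 100% = reference activator wells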
proKLK7 act: activates the human kallikrein-7 zymogen; purified proKLK7, EDANS-DABCYL substrate fluorescence; 100% is mature enzyme control, 0% vehicle; hit rate 0.9% among 370,000; activation, % at 7 µM; AID 652039;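 active means activation above the mean of all tested compounds plus 3 SD, computed per campaign excluding outliers beyond control limits, cut at about 13% in these data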
Target sequence (P49862 whole entry, looked up): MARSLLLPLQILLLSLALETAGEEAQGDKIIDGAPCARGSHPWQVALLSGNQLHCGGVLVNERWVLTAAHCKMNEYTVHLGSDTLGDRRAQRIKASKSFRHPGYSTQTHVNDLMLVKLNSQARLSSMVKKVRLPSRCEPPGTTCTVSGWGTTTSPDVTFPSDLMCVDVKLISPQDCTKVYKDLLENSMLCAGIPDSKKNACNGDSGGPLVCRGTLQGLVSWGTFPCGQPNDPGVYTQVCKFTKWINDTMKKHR
GAA850 FXN act: increases GAA850 frataxin promoter reporter activity; HEK293 lucGAA850 FXN promoter luciferase reporter, 24 h; percent of 10 µM SAHA response; activation, % at 6 µM; hit rate 0.56% among 360,000;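 active means activation above the average of all compounds screened plus 3 SD, cutoff fixed separately per campaign, cut at about 7.5% in these data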;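 further: 0% = DMSO wells and 100% = 10 µM SAHA wells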
sPLA2-III inh: Inhibits HGIII-sPLA2 liposome hydrolysis, primary screen. Q9NZ20. QFRET BODIPY PC-A2 liposome hydrolysis, fluorescence. inhibition, % at 12.2 µM. hit rate 0.56% among 370,000. AID 743126;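 active means inhibition above mean plus 3 SD of compounds lying within the high and low control bounds, cut at about 19% in these data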;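 further: 0% = median of test compound wells and 100% = no enzyme DMSO wells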
Target sequence (Q9NZ20 whole entry, looked up): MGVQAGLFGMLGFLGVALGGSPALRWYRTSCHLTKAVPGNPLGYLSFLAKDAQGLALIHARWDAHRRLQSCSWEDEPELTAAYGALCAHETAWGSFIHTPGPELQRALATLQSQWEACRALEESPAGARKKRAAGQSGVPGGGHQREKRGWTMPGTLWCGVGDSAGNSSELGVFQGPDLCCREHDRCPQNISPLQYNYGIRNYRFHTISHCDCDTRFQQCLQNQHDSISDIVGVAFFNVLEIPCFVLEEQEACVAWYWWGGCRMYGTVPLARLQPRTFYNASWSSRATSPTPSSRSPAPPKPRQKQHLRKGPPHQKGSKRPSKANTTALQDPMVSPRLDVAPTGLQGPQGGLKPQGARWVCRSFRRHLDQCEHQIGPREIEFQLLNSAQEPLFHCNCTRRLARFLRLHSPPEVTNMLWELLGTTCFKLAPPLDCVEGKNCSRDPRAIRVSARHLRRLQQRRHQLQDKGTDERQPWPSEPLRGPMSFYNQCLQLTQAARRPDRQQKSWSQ
DAX1 inh-1: NR0B1 (DAX1) inhibition | P51843 | HEK293 Gal4-DAX1 luciferase reporter, luminescence | inhibition, % at 6.75 µM | hit rate 0.99% among 340,000 | AID 504766;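 active means inhibition above the mean over all tested compounds plus 3 SD, cut at about 4.2% in these data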;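 further: 0% = DAX1-transfected cells with DMSO and 100% = empty-vector control cells with DMSO; inhibition shows as a rise in luminescence from relieved DAX1 repression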
Target sequence (P51843 207-470 limits assumed): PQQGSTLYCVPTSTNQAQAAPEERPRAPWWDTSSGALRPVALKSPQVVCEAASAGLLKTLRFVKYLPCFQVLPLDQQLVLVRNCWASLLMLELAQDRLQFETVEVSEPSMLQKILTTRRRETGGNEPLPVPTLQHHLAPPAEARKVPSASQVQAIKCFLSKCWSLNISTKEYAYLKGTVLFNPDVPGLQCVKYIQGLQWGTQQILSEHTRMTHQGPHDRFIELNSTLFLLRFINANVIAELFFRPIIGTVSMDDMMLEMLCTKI
hgDAF-12 ag: hgDAF-12 agonism, primary luciferase screen; hit rate 1.8% among 370,000; activation, % at 6.8 µM; AID 687014; HEK293 GAL4-hgDAF12 UAS-luciferase reporter, agonist luminescence; normalized to butyrate control;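 active means activation above a cutoff set at the mean of all screened compounds plus 3 SD, cut at about 10% in these data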;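 further: 0% = DMSO wells and 100% = sodium butyrate wells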
DAX1 inh-2: inhibitors of DAX1 repression of SF-1 activated StAR promoter; HEK293T StAR-luciferase reporter, SF-1/DAX-1 repression relief; inhibition, % at 6.8 µM; hit rate 1.1% among 370,000; AID 652010;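 active means inhibition above the mean over all tested compounds plus 3 SD, cut at about 3.6% in these data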;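 further: 0% = DAX-1 cells with DMSO and 100% = cells lacking DAX-1 with DMSO; higher inhibition means more luminescence from relief of DAX-1 repression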
NPR2 activator: GC-B (human) receptor activation; P20594; HEK293-GC-B cells, CNP EC30, cGMP TR-FRET; 0% at EC30 CNP, 100% saturating CNP; activation, % at 10 µM; hit rate 0.11% among 370,000; AID 1920062;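 active means activation at 10 µM reaching about 35% in either raw or pattern-adjusted values, limit read from the data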
* marks the source's active call; other numbers are inactive results; . = not tested or not shown.

canonical_smiles	GC-A act	ssDAF12 agonist	hcDAF-12 act	SMARCA2 act	proKLK7 act	GAA850 FXN act	sPLA2-III inh	DAX1 inh-1	hgDAF-12 ag	DAX1 inh-2	NPR2 activator
Cc1c(-n2c(CN3C(=O)c4ccccc4C3=O)nc3ccccc3c2=O)c(=O)n(-c2ccccc2)n1C	0	-1.0	-1.6	1	-0.6	-2.3	6	1.5	1.9	0.4	4
N#Cc1ccc(Oc2c(Cl)cncc2Cl)cc1	1	-0.9	-0.6	-1	-0.4	-0.8	-2	0.6	0.5	-0.1	5
COc1ccc(/C=C2/NC(=O)CNC2=O)cc1	3	0.4	2.6	-1	-0.1	1.8	2	0.5	0.8	0.2	-4
CCCC/C(C)=N/NC(=O)CN(c1ccc(Br)cc1)S(=O)(=O)c1ccccc1	2	0.0	-2.0	-4	-0.3	0.7	6	-1.9	1.1	-0.4	0
CC1(C)C[C@@H]2C[C@@](C)(CN2C(=O)c2cc(COc3cccc(C(F)(F)F)c3)on2)C1	2	-0.5	0.7	0	-0.8	3.3	1	-0.3	1.3	1.2	7
Cc1cc(-c2ccc(S(=O)(=O)N3CCc4ccccc4C3)s2)on1	-5	-0.7	-2.3	-2	0.1	3.6	-3	-0.4	1.4	0.0	0
COc1ccc2[nH]c(C)c(C(=O)CN3CCc4cc(OC)c(OC)cc4C3)c2c1	-2	-1.0	-0.1	3	17*	-1.2	-15	0.5	1.1	-1.2	-2
CN1CCN(C(=S)NC(=O)c2ccccc2Br)CC1	2	-1.2	0.5	0	-0.6	-0.5	-1	0.2	0.1	1.2	-2
CCOC(=O)c1c(C)n(-c2ccc(OC)cc2)c2c(C/C(C)=N/O)c(Br)c(OC)c(O)c12	0	-1.7	-0.1	-1	0.3	1.6	-1	0.5	-2.5	-0.3	1
Cc1cc(NC(=O)C(C)SCC(=O)OCC(=O)Nc2c(C)cccc2C(C)C)no1 (stereo not given)	-2	-1.3	-0.3	0	-0.2	2.8	-4	0.5	-1.4	-1.1	-5
CCOC(=O)C1=C(O)C(=O)N(c2ccc(S(N)(=O)=O)cc2)C1c1ccc(Br)cc1 (stereo not given)	6	-1.2	-0.6	4	0.0	0.2	-10	-2.3	-0.1	0.3	-7
Cc1ccc(OCc2nc3ccccc3n2C(C(=O)NC(C)(C)C)c2ccncc2)cc1 (stereo not given)	-25	-1.5	1.0	1	0.8	.	3	.	4.7	0.0	-16
C=C(C(=O)c1ccccc1)C(C(=C)C(=O)c1ccccc1)c1ccc(OC)cc1	-5	0.7	-0.6	-5	-0.2	0.3	17	-1.3	-3.4	-0.1	-5
CCN1C(=O)[C@H]2[C@@H](c3ccc(C)cc3)N3C(=O)N(c4ccc(OC)cc4)C(=O)[C@@]3(Cc3ccccc3)[C@H]2C1=O	3	-1.5	-1.1	0	0.1	-3.9	4	0.8	-0.5	0.0	1
O=C(NCc1nc2ccccc2[nH]1)C1=C[C@H](C2CC2)C[C@H](OCc2ccc(CO)cc2)O1	-3	-1.6	-1.5	2	0.1	-2.1	-17	-1.3	-0.8	-0.4	-1
Cc1cccc(C(=O)Oc2ccccc2/C=N/NC(=O)c2ccc(NC(=O)C(C)(C)C)cc2)c1	0	-1.5	-1.3	3	-0.8	2.3	-20	0.1	-1.6	-0.4	0
CCOCCCN(C)C1CCN(C(=O)c2oc3ccccc3c2NC(=O)c2ccc(F)cc2)CC1	-2	-1.1	0.2	-5	0.0	1.2	2	2.0	0.9	-0.2	-1
Cc1nc2c(=O)n(-c3ccc(F)cc3F)nc(C)c2s1	-1	-0.8	1.7	4	-0.1	-0.3	0	2.5	-1.9	0.3	5
C=CCN(C(=O)CCC(=O)Nc1cc(C)on1)C(C(=O)NC(C)(C)CC)c1cccc(OC)c1OC (stereo not given)	-18	-0.8	-1.4	-3	0.6	-0.2	-3	-1.3	-4.0	-0.1	6
COC(=O)C1=C(C(=O)OC)[C@@H]2N(Cc3ccccc3)c3ccccc3[C@@]23C[C@@H](C(=O)OC)N(C(=O)c2cc(C)oc2C)C3=N1	-1	-0.7	-1.0	-1	-0.6	-3.1	-9	1.6	-1.2	0.2	-10
COc1ccc(C2(C(=O)Nc3ccc(OC)cc3OC)CCCC2)cc1	-1	-1.9	-1.6	2	-0.7	0.1	2	-0.9	-1.9	-0.5	3
Cc1ccc(S(=O)(=O)N(C)CC(=O)Nc2cccnc2)cc1	3	-0.7	-1.0	-1	0.3	-1.2	-2	-2.0	0.7	0.7	5
COc1cc(OC)c(S(=O)(=O)Nc2ccccc2N2CCCCC2)cc1NC(C)=O	-1	-0.3	-1.3	0	0.2	0.4	1	1.9	-1.0	-0.2	1
Cc1cccn2c(=O)c3cc(C(=O)NC4CCCC4)c(=N)n(C4CCCCC4)c3nc12	6	-1.0	-0.1	8.2*	-7.3	0.0	2	0.3	-1.3	0.2	-4
CCOC(=O)CCCCCNC(=O)c1ccc(F)cc1F	1	-1.4	-0.3	0	0.3	1.7	8	-0.9	0.9	-0.4	2
N#Cc1ccc(CSc2nnc(-c3cnccn3)o2)cc1	1	-0.8	-2.9	2	0.0	-2.0	2	0.5	-0.6	-1.1	-3
CCc1ccccc1NC(=O)c1ccc2c(O)c(S(=O)(=O)c3ccc(OC)cc3)c(=O)[nH]c2c1	4	-1.0	-0.5	-2	-0.9	3.0	0	0.9	2.0	-0.2	-2
CCCCNC(=O)CC1NCCNC1=O (stereo not given)	2	-0.7	-1.1	-1	0.1	-0.8	0	-0.2	0.2	1.5	-2
COC(=O)c1ccccc1NC(=O)CSc1nnnn1-c1ccc(C)cc1C	-3	-1.1	-1.5	7	0.1	-1.9	1	2.9	-0.3	-0.1	0
CNC[C@H](CC1CCCCC1)NC[C@H](NCCC1CCCC1)[C@H](C)O	-2	-1.5	-2.5	-2	-0.1	-1.7	17	0.2	-0.3	0.3	-9

Individual results from the entries so far.
Result for `COc1cc(OC)c(S(=O)(=O)Nc2ccccc2N2CCCCC2)cc1NC(C)=O` under hgDAF-12 ag: -1.0
Result for `CN1CCN(C(=S)NC(=O)c2ccccc2Br)CC1` under GC-A act: 2

More entries follow.
canonical_smiles	GC-A act	ssDAF12 agonist	hcDAF-12 act	SMARCA2 act	proKLK7 act	GAA850 FXN act	sPLA2-III inh	DAX1 inh-1	hgDAF-12 ag	DAX1 inh-2	NPR2 activator
CCN1C(=N)N(c2ccccc2)C(=O)C(CC)(CC)C1=O	3	-1.6	-1.0	-3	-0.2	0.9	7	0.9	-1.7	-1.1	0
CCOc1nc2ccccc2nc1NS(=O)(=O)c1ccccc1	4	-0.5	3.4	0	-0.5	-2.4	-4	0.4	1.6	0.7	-3
O=C(NCCCN1CCOCC1)/C(=C/c1ccc(-c2cccc([N+](=O)[O-])c2)o1)NC(=O)c1ccccc1	-2	-0.9	-2.5	1	1.0	-0.1	4	-0.9	0.1	-1.2	0
O=C(NCCCc1ccccc1)c1cc(COc2c(F)cccc2F)on1	7	-0.2	1.4	-3	0.4	6.3	-8	1.2	4.7	1.0	0
CCN=C1NN=C(c2cc(C)n(Cc3ccco3)c2C)CS1	0	-3.4	-8.9	-9	0.0	-12	-3	-1.3	-18	-3.3	4
N#Cc1c(N)[nH]c(=S)c(C#N)c1-c1ccccc1	18	-1.4	-0.3	-2	-0.6	2.6	8	0.2	-2.0	0.2	3
COc1cccc(OCc2cc(C(=O)N3CCCC3c3ccccn3)no2)c1 (stereo not given)	-1	0.0	0.5	1	0.1	3.0	-2	0.2	12*	3.0	3
COc1ccccc1-c1c(C)oc2cc(OC(=O)c3ccco3)ccc2c1=O	-2	-1.5	0.6	1	268*	0.2	-4	1.1	-0.9	0.2	6
CN1C(=O)c2cc(NC(=O)Nc3ccccc3)ccc2OC[C@H]2O[C@@H](CC(=O)NCc3ccc(-c4ccccc4)cc3)CC[C@@H]21	3	-0.5	-2.3	-4	-0.4	.	-16	.	-0.3	-0.1	2
O=C1C2CC=CCC2C(=O)N1c1cccc(OS(=O)(=O)c2ccc3ccccc3c2)c1 (stereo not given)	2	-1.2	-0.7	-4	0.1	-3.9	-14	0.2	2.9	-1.4	-6
CCOC(=O)CC(=O)NC1(Cc2ccc(O)cc2)CCCCC1	2	-0.9	-1.2	0	0.5	-3.1	-18	-1.6	-1.7	0.4	-2
OCCn1nc(-c2ccccc2)cc1-c1ccccc1	2	-0.7	-1.8	0	0.0	0.5	-2	1.2	-0.2	-0.7	4
COCCn1c(=S)[nH]c2cc(C(=O)N3CCc4ccccc43)ccc2c1=O	-4	-1.2	-0.3	-5	-0.7	-1.6	3	-1.1	-1.1	-2.3	-2
COc1ccc(-c2[nH]ncc2-c2ccc(Cl)cc2)c(O)c1	19	-1.0	-0.7	0	-0.1	-1.2	-55	0.4	-1.5	-0.5	-8
c1ccc(N2CCN(CCc3nnc4n3CCCCC4)CC2)cc1	4	-0.8	0.5	-4	0.2	-0.2	0	0.6	1.6	0.9	-3
CCOC(=O)C1=C(C)N(C[C@@H]2CC[C@@H](Cc3ccc(-c4ccccc4)cc3)O2)C(=O)NC1c1ccc(-c2ccccc2)cc1 (stereo not given in full)	1	-1.2	-1.9	0	0.8	3.7	11	-0.1	0.5	-0.2	5
O=C(N=C1c2ccccc2CN1c1cccc(Cl)c1)c1cccnc1	-4	-0.1	3.5	0	0.4	3.7	-15	-0.7	11*	0.6	-2
C[C@]12c3[nH]c4cc(-c5ccco5)ccc4c3CCN1C(=O)[C@@H](CC(=O)NCCN1CCOCC1)C[C@@H]2C(=O)N1CCOCC1	1	-1.0	-1.7	-2	52*	2.2	-1	0.0	4.1	0.5	-1
CN(Cc1cccc(Cl)c1Cl)C(=O)CCNC(=O)c1ccco1	1	-0.3	2.5	-6	0.0	-0.7	1	-0.8	-0.9	4.1*	-1
Cc1ccc(S(=O)(=O)NCC2CCC(C(=O)NCCCN3CCCC3=O)CC2)cc1 (stereo not given)	1	-1.4	-0.9	-2	0.6	0.3	8	-0.1	0.9	-0.2	0
CCOc1ccc(C2CC(=O)NC3=C2C(=O)CCC3)cc1Cl (stereo not given)	-2	-1.4	-2.0	-1	-0.1	0.6	6	0.2	1.6	-0.5	-2
CSCCC(NC(=O)c1ccc(Cl)cc1Cl)C(=O)N1CC(C)OC(C)C1 (stereo not given)	-4	-1.3	-0.5	0	-0.8	-1.2	10	-0.8	-1.4	1.2	4
C=CCNS(=O)(=O)NC(=O)C1=C(N2CCCC2)COC1=O	1	-0.8	-1.2	1	0.1	1.2	1	1.8	2.0	0.1	3
COc1cccc2cc(C(N)=O)oc12	3	-1.0	1.4	-4	-0.6	-1.2	7	-0.9	1.2	-0.3	-2
COc1ccc(N2CCN(S(=O)(=O)c3cccc(C(F)(F)F)c3)CC2)cc1	1	-1.5	-1.3	-3	-0.4	0.0	8	0.8	-1.3	-0.2	3

Compound activity (PubChem)
